# STK33 inh = human STK33 kinase inhibition | Q9BYT3 | purified STK33, MBP phosphorylation, ADP-Glo luminescence | inhibition, % at 10 µM | 0.073% of 320,000 active;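 active = inhibition at or above 25%, using the most active replicate where run in duplicate; inactive = inhibition below 25%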
# Target sequence (Q9BYT3 whole entry, looked up): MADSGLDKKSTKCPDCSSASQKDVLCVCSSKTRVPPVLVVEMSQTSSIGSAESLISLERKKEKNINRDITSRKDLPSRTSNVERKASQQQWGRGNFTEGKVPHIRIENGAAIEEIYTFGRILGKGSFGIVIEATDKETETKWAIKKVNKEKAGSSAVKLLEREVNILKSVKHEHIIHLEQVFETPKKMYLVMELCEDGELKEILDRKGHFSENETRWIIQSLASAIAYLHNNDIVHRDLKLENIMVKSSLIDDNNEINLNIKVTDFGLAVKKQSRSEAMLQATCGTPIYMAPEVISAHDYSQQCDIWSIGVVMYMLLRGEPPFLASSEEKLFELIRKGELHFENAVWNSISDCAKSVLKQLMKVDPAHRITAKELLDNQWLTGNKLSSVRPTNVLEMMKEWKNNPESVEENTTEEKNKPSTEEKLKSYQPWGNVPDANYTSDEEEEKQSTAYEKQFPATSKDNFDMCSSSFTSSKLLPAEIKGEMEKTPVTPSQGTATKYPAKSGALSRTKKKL
# OX1R antag = OX1R (human) antagonism | O43613 | OX1R-expressing cells, FRET antagonist read-out | inhibition, % at 6.6 µM | 1.8% of 330,000 active; in the data active = inhibition mostly above about 38%, no sharp cut-off; inactive = mostly below about 40%;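 also: 0% = agonist challenge alone and 100% = reference antagonist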
# Target sequence (O43613 whole entry, looked up): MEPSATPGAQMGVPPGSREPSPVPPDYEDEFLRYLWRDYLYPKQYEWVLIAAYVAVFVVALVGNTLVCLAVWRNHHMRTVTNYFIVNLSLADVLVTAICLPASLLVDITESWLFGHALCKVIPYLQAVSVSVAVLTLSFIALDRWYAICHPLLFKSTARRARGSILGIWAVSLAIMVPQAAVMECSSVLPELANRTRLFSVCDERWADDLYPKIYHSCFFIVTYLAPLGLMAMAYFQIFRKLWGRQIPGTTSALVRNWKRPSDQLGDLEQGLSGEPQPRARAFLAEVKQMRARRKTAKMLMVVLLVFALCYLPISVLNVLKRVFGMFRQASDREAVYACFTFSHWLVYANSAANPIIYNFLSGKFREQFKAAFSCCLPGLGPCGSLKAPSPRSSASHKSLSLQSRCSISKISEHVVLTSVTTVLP
# Active calls of the source: *; x = no result given; & = joins results of further samples.
item	STK33 inh	OX1R antag	smiles
1	-2.8	28	CC(=O)c1ccc(OCc2cc(C(=O)N(C)C3CCOC3)no2)cc1 (stereo unspecified)
2	0.5	5	O=S(=O)(c1ccc(F)c(F)c1)N1CCCc2ccccc21
3	-0.1	6	O=C(/C=C/c1ccccc1)NCc1cccnc1
4	-0.3	11	Cc1ccc(/C=C/C(=O)Nc2cccnc2)o1
5	-2.6	15	COc1ccc(NC(=O)CSc2nnc(-c3ccccn3)n2N)cc1Cl
6	-0.4&-0.9	23&2	O=C(O)CC(=O)NC12CC3CC(CC(C3)C1)C2
7	0.3	24	CCCCN1C(N)=NC[C@@H]1CCCCN
8	0.1	x	O=[N+]([O-])CC(c1ccc(F)cc1)c1c[nH]c2ccccc12 (stereo unspecified)
9	x	23	Cc1ccc(C(C)(C)C)c(OCCCCN2CCCC2)c1
10	-0.5	19	N#CC(c1ccc(Cl)cc1)c1cccc(Cl)n1 (stereo unspecified)
11	-2.4	13	CN(C)CCNC(=O)C(=O)NCC1OCCCN1S(=O)(=O)c1cccs1 (stereo unspecified)
12	-0.7	11	CCCC1Cc2nc(N3CCCCC3)c(C#N)cc2CO1 (stereo unspecified)
13	x	12	OCCn1c(-c2ccc3c(c2)OCO3)csc1=Nc1ccccc1
14	1.5	11	NC(=O)c1ccc(NC(=O)CN2CCN(c3ccc(Cl)cc3)CC2)cc1
15	-1.6	1	COc1ccc(N2CC(C(=O)Nc3ccc(S(=O)(=O)N4CCCCC4)cc3)CC2=O)cc1 (stereo unspecified)
16	0.5	5	O=C(CSc1nc2ccccc2c(=O)n1-c1ccccc1F)NC1CCS(=O)(=O)C1 (stereo unspecified)
17	0.5	1	Clc1ccccc1OCCN1CCC(Cc2ccccc2)CC1
18	-2.3	x	CCc1ccc(C(O)(CNCc2ccccc2)c2ccccc2)cc1 (stereo unspecified)
19	0.1	4	COC(=O)c1ccc(Cn2nc(-c3ccc(C)cc3)ccc2=O)cc1
20	-1.9	43	Cn1c(SCc2ccccc2)nnc1-c1ccc2nonc2c1
21	-1.0	2	Cc1ccsc1C(=O)OCc1nc2ccsc2c(=O)[nH]1
22	-0.6	-3	CCOCCCNCc1ccc(OCC(=O)N2CCOCC2)c(OC)c1
23	-0.4	-1	Cc1onc(-c2ccccc2Cl)c1C(=O)N1CCN(C/C=C/c2ccccc2)CC1
24	0.3	22	Cc1ccccc1NC(=O)C1c2cccc[n+]2CC(=O)N1c1c(C)cccc1C (stereo unspecified)
25	-0.2	7	O=C1CN(C(=O)CN2CCOCC2)C(c2ccccc2)c2cc(Br)ccc2N1 (stereo unspecified)
26	-0.6	12	O=S(=O)(c1ccc(-n2cnnn2)cc1)N1CCC(N2CCCCC2)CC1
27	-0.8	3	COc1cccc(-n2cnc3sc(C)cc3c2=O)c1
28	-1.1	39	COC(=O)c1ccc(COC(=O)CNS(=O)(=O)c2ccccc2)cc1
29	-1.2	7	O=C(c1ccccc1NS(=O)(=O)c1ccc(F)cc1)N1CCCCC1
30	-2.2	10	COc1ccc(/C=C/C(=O)N(C)c2ccccc2C(=O)O)cc1

# An excerpt of these results, screen by screen:
13) OCCn1c(-c2ccc3c(c2)OCO3)csc1=Nc1ccccc1
21) Cc1ccsc1C(=O)OCc1nc2ccsc2c(=O)[nH]1

screen / no.	13	21
STK33 inh	x	-1.0
OX1R antag	12	2

# Whole records as entered above. Order of values: STK33 inh | OX1R antag
# COc1cccc(-n2cnc3sc(C)cc3c2=O)c1 across the screens: -0.8 | 3
# Cc1ccccc1NC(=O)C1c2cccc[n+]2CC(=O)N1c1c(C)cccc1C (stereo unspecified) across the screens: 0.3 | 22

# The listing picks up, repeating the six entries before the break.
item	STK33 inh	OX1R antag	smiles
25	-0.2	7	O=C1CN(C(=O)CN2CCOCC2)C(c2ccccc2)c2cc(Br)ccc2N1 (stereo unspecified)
26	-0.6	12	O=S(=O)(c1ccc(-n2cnnn2)cc1)N1CCC(N2CCCCC2)CC1
27	-0.8	3	COc1cccc(-n2cnc3sc(C)cc3c2=O)c1
28	-1.1	39	COC(=O)c1ccc(COC(=O)CNS(=O)(=O)c2ccccc2)cc1
29	-1.2	7	O=C(c1ccccc1NS(=O)(=O)c1ccc(F)cc1)N1CCCCC1
30	-2.2	10	COc1ccc(/C=C/C(=O)N(C)c2ccccc2C(=O)O)cc1
31	-0.2	-1	Brc1ccc(-c2nnc(-c3ccccc3Br)o2)cc1
32	0.6	54	CCOC(=O)c1c(-c2cccc(C)c2)csc1NC(=O)C1CC=CCC1C(=O)O (stereo unspecified)
33	-1.5	7	Cn1cc(/C=C2/SC(=O)N(CC(=O)Nc3ccc4c(c3)OCO4)C2=O)c2ccccc21
34	0.2	4	CCn1c(SCC(=O)NCc2cccs2)nnc1-c1cccs1
35	-1.5	15	O=C(NNC(=O)c1sccc1-n1cccc1)c1ccc(F)cc1
36	-0.4	-2	COCCn1c(SCc2ccccc2)nc2c1c(=O)[nH]c(=O)n2C
37	-5.2	7	CC1(C(=O)NNC(=S)NCc2ccco2)CC1(Cl)Cl (stereo unspecified)
38	-1.2	10	Cc1cccc(N2C(=O)CC(N3CCOCC3)C2=O)c1 (stereo unspecified)
39	-2.3	13	COc1cc(C2C(C#N)=C(N)Oc3cc(O)ccc32)cc2c1OCO2 (stereo unspecified)
40	-0.3	17	COc1ccc(OC)c(NC(=O)Nc2ccc(O)c3ccccc23)c1
41	-1.3	-1	O=C(NC(=S)Nc1ccc(S(=O)(=O)Nc2ccccc2)cc1)C1CC1
42	-0.8	1	CCOC(=O)c1c(C)c(C#N)c2c3ccccc3ccn12
43	-1.2	33	CC1CN(C(=O)c2cc3c(=O)n4ccccc4nc3s2)CC(C)O1 (stereo unspecified)
44	-1.7	5	CN(C)CCOC1c2ccccc2CSc2ccccc21 (stereo unspecified)
45	-1.0	12	CC(C)=NOCC(=O)Nn1c(COc2ccccc2)nc2ccccc2c1=O
46	0.1	12	O=C(OC(C(=O)Nc1ccc([N+](=O)[O-])cc1Br)c1ccccc1)c1ccccc1 (stereo unspecified)
47	-2.1	3	N#CC(C#N)=CNc1cccnc1
48	-1.2	14	CN(C)CCOC(=O)C1(c2ccccc2)CCCC1
49	-0.7	16	CC1CCCCC1NC(=O)c1cccc(NC2=NC3CS(=O)(=O)CC3S2)c1 (stereo unspecified)
50	-0.5	26	Cc1coc2c(C)c3oc(=O)cc(-c4ccccc4)c3cc12
51	1.2	30	O=C(CNC(=O)c1ccc2c(c1)OCO2)N/N=C(Br)/C=C/c1ccccc1
52	-1.2	10	CCOC(=O)c1sc(NC(=O)C(C)C)c(C#N)c1C
53	-0.6	32	Cc1cc2c(c(=O)n1C)C(Cc1ccccc1)C(C#N)=C(N)O2 (stereo unspecified)
54	-1.3	11	CN(C)c1ccc(C(=O)NNC(=O)Nc2ccccc2)cc1
55	-1.1	1	O=C(c1ccc(Cl)cc1)C1CCCN(Cc2cnn(-c3ccccc3)c2)C1 (stereo unspecified)
56	1.7	15	O=C(N/N=C/c1ccccc1C(F)(F)F)c1ccc(O)cc1
57	1.5	26	CCOc1ccccc1C(=O)Nc1ccc(S(=O)(=O)Nc2cc(OC)nc(OC)n2)cc1
58	-0.2	3	COc1ccc(-c2ccnc3nc(/N=C/N(C)C)nn23)cc1
59	-0.4	8	NC(CS(=O)O)C(=O)O (stereo unspecified)
60	0.5	-17	O=C(C[C@H]1C/C=C\CC[C@H](Cc2ccc(F)cc2)C(=O)O[C@@H](c2ccccc2)CNC1=O)N[C@H](CO)Cc1ccccc1

item	STK33 inh	OX1R antag	smiles
61	0.0	12	CCOC(=O)CNC(=O)C(=O)c1c(O)[nH]c2ccccc12
62	1.6	24	CC(C)CN(C(=O)COC(=O)CN1C(=O)c2ccccc2C1=O)c1c(N)n(Cc2ccccc2)c(=O)[nH]c1=O
63	-0.4	9	O=S(Cc1ccccc1)CC(O)(c1ccc(Cl)cc1)c1ccc(Cl)cc1 (stereo unspecified)
64	-1.0	4	CCN(C(=O)COC(=O)c1ccc(Cl)c(S(=O)(=O)N2CCCCC2)c1)C1CCS(=O)(=O)C1 (stereo unspecified)
65	-4.0	5	Cc1noc(NS(=O)(=O)c2ccc(NC(=O)CCCOc3ccc(Cl)cc3Cl)cc2)c1C
66	x	14	COc1ccc(OC)c(NC(=O)COC(=O)/C=C/c2ccccc2Cl)c1
67	-1.1	11	Cc1cccc(C)c1NC(=O)c1ccccc1C(=O)O
68	-0.9	10	O=C(NCc1ccc2c(c1)OCO2)c1cc(-c2cc(Cl)ccc2O)n[nH]1
69	-1.3	24	Cc1ccc(S(=O)(=O)N2CCC(C)CC2)c([N+](=O)[O-])c1
70	-0.8	5	O=C(OCC(=O)N(C1CCCCC1)C1CCCCC1)c1ccc(O)cc1
71	-1.8	4	Cc1ccc(-c2cc(-c3ccccc3O)nc(N/N=C/c3cccnc3)n2)cc1
72	-0.8	21	CCCNc1nc2ccccc2c(=O)[nH]1
73	-0.3	21	COc1ccc(CCNC(=O)C23CCC(C)(C(=O)C2=O)C3(C)C)cc1OC (stereo unspecified)
74	0.3	37	Cc1ccc(O)c(C(CC(=O)N2CCCC2)c2ccccc2)c1 (stereo unspecified)
75	0.1	24	O=C(CSc1ccccc1F)NC1CCS(=O)(=O)C1 (stereo unspecified)
76	2.5	11	O=C(CN1CCC(n2nnc3cc(F)ccc32)CC1)NCc1ccco1
77	-0.4	3	COc1ccc(S(=O)(=O)Nc2cccc3c2O[C@@H](CN(C)Cc2ccc(C(=O)O)cc2)[C@@H](C)CN([C@H](C)CO)C3=O)cc1
78	1.7	13	Cc1cc(C)n(-c2nc(SCCN(C)C)c3c4c(sc3n2)CCCC4)n1
79	0.7	20	Brc1ccc(-c2csc(N/N=C/c3ccco3)n2)cc1
80	-1.0	64	CCOC(=O)c1c(NC(=O)C(=O)N/N=C/c2ccc(O)c(OC)c2)sc2c1CCCCC2
81	0.0	35	COc1cccc(C2C3=C(CC(C)(C)CC3=O)Nc3cc(OC)c(OC)cc32)c1 (stereo unspecified)
82	0.3	7	COc1cc(N)ccc1NC(=O)c1cc2ccccc2o1
83	-1.9	8	CC(=O)N(c1cccc(Br)c1)c1nc(C)cc(C)c1C#N
84	-1.6	-21	COc1ccc2c(COC(=O)[C@H](C)NS(=O)(=O)c3ccccc3F)cc(=O)oc2c1
85	-0.6	4	CC(C)CC(NC(=O)C1CCC(=O)N1)C(=O)NC(CC(C)C)C(=O)N1CCCC1C(N)=O (stereo unspecified)
86	-4.4	23	COc1ccc(S(=O)(=O)N2CCCCCC2)cc1C(=O)Nc1cccc(C)n1
87	0.4	-10	COc1ccc(NC(=O)CS(=O)(=O)c2ccc(F)cc2)cc1
88	0.0	8	Oc1ccc(-c2[nH]nc(-c3ccccc3)c2-c2nc3ccccc3[nH]2)cc1
89	2.9	2	O=C(c1cnn2c(C(F)F)cc(-c3ccccc3)nc12)N1CCCc2ccccc21
90	-2.3	15	CCOC(=O)CSC1=NC(=O)CS1

item	STK33 inh	OX1R antag	smiles
91	-2.2	37	O=C(O)CCCn1cc(NC(=O)COc2ccc([N+](=O)[O-])cc2)cn1
92	-2.3	21	CC1(c2nnc(Cc3ccccc3)o2)CC(c2ccc(C#N)cc2)=NO1 (stereo unspecified)
93	-1.3	-2	O=C(NC(Cc1ccccc1)c1ccc2c(c1)OCCCO2)c1ccccc1 (stereo unspecified)
94	-1.3	3	Cc1ccc(CNC(=O)CCS(=O)(=O)Cc2ccc(C)cc2)cc1
95	-1.0	16	CCOCCOC(=O)C(C)Oc1ccc(Oc2ncc(Cl)cc2Cl)cc1 (stereo unspecified)
96	-0.6	10	COc1ccc(OCCCC(=O)Oc2ccc(OC)cc2)cc1
97	x	6	C[C@]12c3[nH]c4ccc(Cl)cc4c3CCN1C(=O)[C@@H](CC(=O)NCc1ccco1)C[C@@H]2C(=O)N1CCOCC1
98	-2.3	1	COc1ccc(Nc2cc(Cl)nc(N)n2)cc1OC
99	4.2	31	CC(C)NC(=O)c1ccc2c3n(nc2c1)-c1ccccc1CO3
100	-1.0	8	CC1CC(=O)Nc2ccccc2N1S(=O)(=O)c1cccc(Cl)c1 (stereo unspecified)
101	1.6	16	Nc1nc(SCC(=O)Nc2ccc([N+](=O)[O-])cc2)[nH]c(=O)c1NC(=O)c1ccc(Br)o1
102	-0.8	23	CCN1C(=O)[C@@H]2[C@@H](c3ccc(-c4ccc(Cl)c(Cl)c4)c(OC)c3)N3CCCC[C@@]3(C(=O)OC)[C@@H]2C1=O
103	-1.9	21	Cc1ccc(Cl)cc1N1CCN(Cc2nc3ccsc3c(=O)[nH]2)CC1
104	1.4	5	COc1ccc(-c2cc3nc(C)c(CCC(=O)N4CCN(c5ccccn5)CC4)c(C)n3n2)c(OC)c1
105	0.3	6	Cc1cc(C)cc(NC(=O)C(=O)NCCc2c[nH]c3ccccc23)c1
106	x	11	CCN(CC)C(=O)C(=O)c1c(-c2ccccc2)[nH]c2ccccc12
107	0.6	17	CCn1c(SCC(=O)NC2CCCCC2)nnc1-c1cc2cccc(OC)c2o1
108	-1.7	9	Cc1cc(C)c(NC(=O)C(C)(C)C)c(Cl)c1
109	0.7	3	O=C1NC(c2ccccc2)(C(F)(F)F)SC2=NCCCN12 (stereo unspecified)
110	0.7	9	CN1CCN(S(=O)(=O)c2ccc(SCCOc3ccccc3)nc2)CC1
111	-0.6	9	CCc1ccc(NC(=O)CNC(=O)Cn2ccc3ccccc3c2=O)cc1
112	-1.5	9	Cc1ccccc1CNC(=O)Cn1cnc(S(=O)(=O)N2CCCC2)c1
113	0.1	19	O=C(Nc1ccc(Br)cn1)C1CCN(S(=O)(=O)c2cccs2)CC1
114	1.5	17	COc1ccc(C=O)cc1Cn1c(=O)n(CCC(=O)NCc2ccco2)c(=O)c2sccc21
115	2.3	14	NC(=O)c1c(NC(=O)c2cnccn2)sc2c1CCCC2
116	1.7	8	CCC(=O)Nc1ccc(S(=O)(=O)c2ccc(NC(=O)CC)cc2)cc1
117	-2.9	65	COc1cc(/C=N/OCC(=O)NC2CCCCC2)ccc1OCc1ccccc1
118	-0.5	22	CCOC(=O)c1c(C(=O)OCC)c(C)n(CCc2ccc(OC)c(OC)c2)c1C
119	-1.7	14	O=C(Nc1ccc(-c2nnc(-c3ccccc3)o2)cc1)C1CCCO1 (stereo unspecified)
